USP2a block: qHTS Assay for Inhibitors of Ubiquitin-specific Protease USP2a Using CHOP2 as the Reporter; actives 0.01% (n = 330,000); USP2 core, Ub-CHOP2 coupled fluorogenic reporter, 485/531; Potency, µM (highest dose often 38.3 µM), inactives show top-dose activity change, negative = inhibition, usual class: inhibitors;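 further: potency means the concentration at half of the fitted maximal effect; plate controls were DMSO wells for no effect and full inhibition by NEM control for full effect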
Target sequence (O75604 whole entry, looked up): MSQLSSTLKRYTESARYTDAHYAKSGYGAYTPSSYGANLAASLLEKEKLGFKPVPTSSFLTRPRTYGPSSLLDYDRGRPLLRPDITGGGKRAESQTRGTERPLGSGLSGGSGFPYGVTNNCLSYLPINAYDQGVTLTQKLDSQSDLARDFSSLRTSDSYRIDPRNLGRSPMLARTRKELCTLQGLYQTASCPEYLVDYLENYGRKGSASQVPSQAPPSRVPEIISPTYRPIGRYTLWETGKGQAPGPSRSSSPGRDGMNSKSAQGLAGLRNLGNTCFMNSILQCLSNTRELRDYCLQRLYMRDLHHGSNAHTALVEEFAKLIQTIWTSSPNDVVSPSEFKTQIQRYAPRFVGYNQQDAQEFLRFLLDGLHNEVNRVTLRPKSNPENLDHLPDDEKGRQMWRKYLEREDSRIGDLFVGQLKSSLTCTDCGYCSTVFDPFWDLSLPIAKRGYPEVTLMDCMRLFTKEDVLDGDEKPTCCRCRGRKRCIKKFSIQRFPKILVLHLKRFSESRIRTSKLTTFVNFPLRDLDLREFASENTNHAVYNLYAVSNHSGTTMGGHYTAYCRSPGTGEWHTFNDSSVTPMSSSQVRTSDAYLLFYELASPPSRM
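Cell-free coupled assay: 10nM USP2 core preincubated 30min RT with compound in Tris-HCl pH 8.0/CaCl2/CHAPS buffer, then 25nM Ub-CHOP2 and 25nM reporter substrate; fluorescence (Ex 485/Em 531) read after 60min RT, normalized to NEM inhibition, concentration-response curves fitted.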
B2AR arrestin: qHTS assay of beta-arrestin-biased ligands of beta2-adrenergic receptor | Potency, µM (highest dose often 46.1 µM), for inactives: at the highest dose activation, usual class: activators | Beta-2 adrenergic receptor (Homo sapiens), P07550 | AID 492947, 2010 | actives 0.02% (n = 330,000) | beta-arrestin recruitment to beta2AR, cell-based reporter;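 further: potency means the concentration at half of the fitted maximal effect; 0% = DMSO controls and full agonism = EC100 isoproterenol or metaproterenol; nearly all actives have a fitted effect of over 65% in size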
Target sequence (P07550 whole entry, looked up): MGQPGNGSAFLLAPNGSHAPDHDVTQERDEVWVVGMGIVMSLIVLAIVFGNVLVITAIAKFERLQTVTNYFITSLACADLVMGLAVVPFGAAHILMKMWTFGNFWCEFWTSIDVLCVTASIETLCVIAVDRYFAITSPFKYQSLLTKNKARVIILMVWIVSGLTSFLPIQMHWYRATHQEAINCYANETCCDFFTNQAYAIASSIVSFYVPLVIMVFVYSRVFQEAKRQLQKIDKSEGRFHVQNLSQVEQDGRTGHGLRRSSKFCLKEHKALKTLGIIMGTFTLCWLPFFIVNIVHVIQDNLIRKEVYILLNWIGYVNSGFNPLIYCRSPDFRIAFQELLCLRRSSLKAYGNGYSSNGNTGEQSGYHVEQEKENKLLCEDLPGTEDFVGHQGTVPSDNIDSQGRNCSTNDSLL
TRPV1 agonist: HTS Assay for Compounds that Act as Agonists of the Vanilloid Receptor 1; activation, % at 8.33 µM; TRPV1-expressing cells, Fluo-8 calcium influx, agonist mode; actives 0.19% (n = 320,000); in the data active means activation above about 80%; inconclusive means between about 30% and that limit; further: 0% is about no effect
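TRPV1-expressing cells were cultured overnight at 35.5C and loaded with Fluo-8 calcium dye for 40 to 90 min at room temperature. After a 10 s baseline, compound was added and calcium influx was read kinetically for 3 min (ex 480/em 520 nm).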
KCNH2 3.1 inh: qHTS for Inhibitors of KCHN2 3.1: Mutant qHTS | actives 0.95% (n = 340,000) | AID 720553, 2013 | U2OS KCNH2 3.1, thallium flux FluxOr; stronger effect = lower value | Potassium voltage-gated channel subfamily H member 2, brain isoform KCNH2 3.1 (human) | activity change, % (tested at about 1.8 µM);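 active means maximum activity change below -70%; inconclusive means maximum activity change from -70% to -50%; inactive means maximum activity change above -50%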;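 further: thallium influx rate constant from kinetic fluorescence after stimulation buffer; on the % scale 0 is the no-effect control and ±100 the full control effect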
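Kinetic fluorescence (2 min after stimulation buffer) measures Tl+ influx through KCNH2 3.1 expressed by viral transduction in U2OS cells; the rate constant is normalized against DMSO controls serving as positive and negative references.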
PKM2 act: qHTS Assay for Activators of Human Muscle isoform 2 Pyruvate Kinase; AID 1631, 2009; Pyruvate kinase PKM (Homo sapiens), P14618; actives 0.34% (n = 260,000); purified PKM2, Kinase-Glo ATP luminescence, activation; response scale: 0% is enzyme alone, no compound; Potency, µM (titrated, usually from 57.5 µM), for inactives: at the highest dose activation, usual class: activators; further: potency means the concentration at half of the fitted maximal effect; on the % scale 0 is the no-effect control and ±100 the full control effect; nearly all actives have a fitted effect of over 55% in size
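Purified hPK-M2 (>95% pure) converted ADP (0.1 mM final) to ATP with 0.5 mM PEP in 50 mM imidazole pH7.2, KCl, MgCl2, Tween 20, BSA; 1 h at room temperature. ATP detected by Kinase-Glo luminescence.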
Giardia kill: Small Molecules that selectively kill Giardia lamblia: qHTS; Giardia lamblia trophozoite viability; activity change, % at 7.66 µM, hits read low; actives 0.15% (n = 340,000); AID 540267, 2011; in the data active means activity change below about -80%; inconclusive means between about -30% and that limit;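 further: parasites exposed to compound for two days anaerobically before the ATP read; on the % scale 0 is the no-effect control and ±100 the full control effect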
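Trophozoites 100 cells/well + cpd; 48 hrs, 37 deg C, anaerobic. ATPLite 1-Step added, 15-30 min RT, luminescence read (ATP-based viability).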
GALK inh: qHTS Assay for Inhibitors of Human Galactokinase (GALK); AID 1868, 2009; P51570; actives 0.007% (n = 270,000); Purified GALK, Kinase-Glo residual ATP luminescence; Potency, µM (highest dose often 57.5 µM), for the others: top-dose activity change, negative = inhibition, actives largely listed as inhibitors; further: potency means the concentration at half of the fitted maximal effect; on the % scale 0 is the no-effect control and ±100 the full control effect
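Luminescence from leftover ATP (Ultra-Glo luciferase/luciferin) served as read-out after a 1 h room-temperature reaction of 5 nM GALK with 35 uM ATP and 100 uM galactose.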
MLL CXXC-DNA inh: qHTS Fluorescence Polarization Assay for Inhibitors of MLL CXXC domain - DNA interaction. AID 2662, 2010. MLL-CXXC / FITC-HOXA9 DNA fluorescence polarization. Potency, µM (top dose mostly 115 µM), without a hit: at the top dose activity change, negative = inhibition, actives largely listed as inhibitors. actives 0.037% (n = 290,000). Histone-lysine N-methyltransferase 2A (Homo sapiens), Q03164; active means well fitted inhibition curve with a large enough effect in the polarisation, with a control signal flat, not every such curve was filed as active; inconclusive means small, poorly fitted or top-dose-only effect, or effect the other way, or a change in a side signal; inactive means no such curve, though single readings can be large or run the other way; the % refers to the polarisation; further: potency means the concentration at half of the fitted maximal effect
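Fluorescence polarization: 7 uM MLL-CXXC (stock) preincubated 5 min with compounds, then 50 nM fluorescein-HOX-A9 DNA (stock) added; 30 min ambient. Buffer 50 mM Tris-HCl pH 7.5, 50 mM NaCl, 1 mM DTT, 0.05% BSA.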
Menin MLL FP TR: qHTS Assay for Inhibitors Targeting the Menin-MLL Interaction in MLL Related Leukemias: Competition With Texas Red Labeled MLL-derived Mutant Peptide; actives 0.23% (n = 270,000); Potency, µM (series often up to 61.6 µM), for inactives: at the top dose FP activity change, negative = inhibition, hits mostly inhibitors; O00255; AID 1768, 2009; Menin + Texas Red MLL mutant peptide, fluorescence polarization; active means well fitted inhibition curve with a large enough effect in the polarisation, with a control signal flat, not every such curve was filed as active; inconclusive means small, poorly fitted or top-dose-only effect, or effect the other way, or a change in a side signal; inactive means no such curve, though single readings can be large or run the other way; the % refers to the polarisation; further: potency means the concentration at half of the fitted maximal effect; % of control where 0% means no effect; many of its hits are not listed in these tables
hERG WT inh: qHTS for Inhibitors of KCHN2 3.1: Wildtype qHTS; Voltage-gated inwardly rectifying potassium channel KCNH2 (Homo sapiens), Q12809; U2OS, BacMam KCNH2, thallium flux FluxOr; stronger effect = lower value; activity change, % at 1.84 µM; actives 0.37% (n = 340,000); AID 720551, 2013;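 active means maximum activity change below -70%; inconclusive means maximum activity change between -70% and -50%; inactive means maximum activity change above -50%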; further: on the % scale 0 is the no-effect control and ±100 the full control effect
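U2OS cells were transduced with wild-type KCNH2 virus (2.03 x 10^8 / mL) for 4 h at room temperature, then cultured overnight at 37 C. Thallium flux was read with FluxOr dye. Rate constants were normalized to DMSO controls.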
Coupling enz: qHTS Assay for Inhibitors of Fructose-1,6-bisphosphate Aldolase from Giardia Lamblia: Coupling assay counterscreen; coupling enzyme system counterscreen, AmpLite Red fluorescence; actives 0.67% (n = 290,000); AID 2472, 2010; activity change, negative = inhibition, % at 58.2 µM, hits read low; in the data active means activity change below about -30%; further: on the % scale 0 is the no-effect control and ±100 the full control effect
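Coupling enzymes only (glyceraldehyde-3-phosphate) + compound, at 57.5 uM final, 10 min RT; add substrate/coupling/AmpLite Red mix, 20 min RT; fluorescence ex 525/em 598 nm. Actives flag coupling-system interference.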
Active calls of the source: *; & = joins results of further samples; [ ] = dose if it differs, or a comment. Unless noted, the call rests on the fitted dose curve; in most records, active means well fitted curve in the direction sought with a large enough effect; inconclusive means small, poorly fitted or top-dose-only effect, or another doubt; inactive means no such curve, though single readings can be large; an effect the other way counts as inactive or inconclusive. Not all compounds are listed (hit frequency here may not be typical).

What do the screens show for `O=C(CSc1nc2ccccc2c(=O)n1-c1ccc(Cl)cc1)c1ccco1`?
USP2a block: 0%; B2AR arrestin: 0.7%; TRPV1 agonist: -12; KCNH2 3.1 inh: -16; PKM2 act: -2%; Giardia kill: 1; GALK inh: 6%; MLL CXXC-DNA inh: -1%; Menin MLL FP TR: -20%; hERG WT inh: 5; Coupling enz: 0

What do the screens show for `COC(=O)[C@@H]1C[C@H]2CC[C@H](O)C[C@H]2N1Cc1ccc(-c2ccccc2)cc1`?
USP2a block: -3%; B2AR arrestin: 0.6%; TRPV1 agonist: 11; KCNH2 3.1 inh: -40; PKM2 act: -4%&-1%; Giardia kill: -7; GALK inh: -1%; MLL CXXC-DNA inh: inconclusive; Menin MLL FP TR: 6%; hERG WT inh: 1; Coupling enz: 1&-1

Results for O=C(c1ccc(COCC(F)(F)F)o1)N1CCCCCC1 ?
USP2a block: 2%; B2AR arrestin: -2.9%; TRPV1 agonist: 2; KCNH2 3.1 inh: 0; PKM2 act: -10%; Giardia kill: -1; GALK inh: -3%; MLL CXXC-DNA inh: -1%; Menin MLL FP TR: -15%; hERG WT inh: 7; Coupling enz: 2

What do the screens show for `CCOc1ccc(NC(=O)Cn2nnc(C(=O)NCc3ccccc3OC)c2N)cc1`?
USP2a block: 1%; B2AR arrestin: 0.1%; KCNH2 3.1 inh: -13; PKM2 act: 1%; Giardia kill: -4; GALK inh: -1%; MLL CXXC-DNA inh: 26%; hERG WT inh: -2; Coupling enz: -1

Results for CCc1cc(Cn2nc(-c3ccccc3)cc2C(=O)NCc2cccc(C(F)(F)F)c2)on1 ?
USP2a block: 3%; B2AR arrestin: -0.7%; TRPV1 agonist: 28; KCNH2 3.1 inh: -5; Giardia kill: -20; hERG WT inh: -29

What do the screens show for `CCCNC(=O)N1CCC(Cc2ccccc2)CC1`?
USP2a block: 2%; B2AR arrestin: -1.0%; TRPV1 agonist: inconclusive; KCNH2 3.1 inh: 10; PKM2 act: -10%; Giardia kill: -4; GALK inh: 0%; MLL CXXC-DNA inh: 16%; Menin MLL FP TR: 1%; hERG WT inh: -8; Coupling enz: 5

What do the screens show for `Cc1cc(N2CCN(C(=O)c3ccco3)CC2)n2nc(-c3cccc(F)c3)cc2n1`?
USP2a block: -2%; B2AR arrestin: 1.5%; TRPV1 agonist: inconclusive; KCNH2 3.1 inh: 11; PKM2 act: 11%; Giardia kill: -1; GALK inh: -5%; MLL CXXC-DNA inh: 8%; Menin MLL FP TR: -7%; hERG WT inh: 8; Coupling enz: 1

Results for COc1ccc2oc(C(=O)OCC(=O)N(C)C3CCS(=O)(=O)C3)c(C)c2c1 (stereo unspecified) ?
USP2a block: 1%; B2AR arrestin: 6.0%; TRPV1 agonist: -3; KCNH2 3.1 inh: -5; Giardia kill: -21; hERG WT inh: 2

How did O=C(/C=C/c1ccccc1F)c1cccc([N+](=O)[O-])c1 do in these assays?
USP2a block: 3%; B2AR arrestin: 0.0%; TRPV1 agonist: inconclusive; KCNH2 3.1 inh: -25; PKM2 act: -11%; Giardia kill: -25; MLL CXXC-DNA inh: -5%; Menin MLL FP TR: 2%; hERG WT inh: -3; Coupling enz: 1

What do the screens show for `Cc1nn(C)c(C)c1Nc1ccc(N2C(=O)C3CC=CCC3C2=O)cc1[N+](=O)[O-]` (stereo unspecified)?
USP2a block: 0%; B2AR arrestin: -0.4%; TRPV1 agonist: 0; KCNH2 3.1 inh: -13; PKM2 act: -2%; Giardia kill: 4; GALK inh: 1%; MLL CXXC-DNA inh: 0%; Menin MLL FP TR: 6%; hERG WT inh: 1; Coupling enz: 0

What do the screens show for `CCC(C)NC(=O)c1cc(OC)c(OC)c(OC)c1` (stereo unspecified)?
USP2a block: 3%; B2AR arrestin: -0.7%; TRPV1 agonist: -2; KCNH2 3.1 inh: 3; PKM2 act: 3%; Giardia kill: -13; GALK inh: 6%; MLL CXXC-DNA inh: 7%; Menin MLL FP TR: 11%; hERG WT inh: 10; Coupling enz: 1

Results for Cc1ccc(-c2noc(CCC(=O)NCCN3CCN(Cc4ccccc4)CC3)n2)cc1 ?
USP2a block: 2%; B2AR arrestin: -0.2%; TRPV1 agonist: 14; KCNH2 3.1 inh: -42; PKM2 act: -6%; Giardia kill: -2; GALK inh: 1%; MLL CXXC-DNA inh: -2%; Menin MLL FP TR: -22%; hERG WT inh: 30; Coupling enz: -1

What do the screens show for `O=C(CCCN1CCC(c2ccccc2)C1)c1ccc2c(c1)OCCO2` (stereo unspecified)?
USP2a block: 1%; B2AR arrestin: -0.5%; TRPV1 agonist: 4; KCNH2 3.1 inh: -39; PKM2 act: -3%; Giardia kill: 6; GALK inh: 3%; MLL CXXC-DNA inh: 1%; Menin MLL FP TR: 0%; hERG WT inh: 37; Coupling enz: 1

How did CC(C)CC(=O)Nc1c2c(nn1-c1ccc(F)cc1)CS(=O)C2 (stereo unspecified) do in these assays?
USP2a block: 0%; B2AR arrestin: -0.2%; TRPV1 agonist: 1; KCNH2 3.1 inh: -1; Giardia kill: inconclusive; GALK inh: 8%; MLL CXXC-DNA inh: 8%; Menin MLL FP TR: -7%; hERG WT inh: inconclusive; Coupling enz: 3

What do the screens show for `Cc1ccc(C(C(=O)NC2CCCC2)N(Cc2ccc3c(c2)OCO3)C(=O)Cc2cccs2)cc1` (stereo unspecified)?
USP2a block: 2%; B2AR arrestin: -0.5%; TRPV1 agonist: 29; KCNH2 3.1 inh: -30; PKM2 act: 22%; Giardia kill: 4; GALK inh: -1%; MLL CXXC-DNA inh: -1%; Menin MLL FP TR: -13%; hERG WT inh: -6; Coupling enz: 1

How did CCc1ccccc1NC(=O)c1cnc2scc(C)n2c1=O do in these assays?
USP2a block: -1%; B2AR arrestin: -0.8%; TRPV1 agonist: 7; KCNH2 3.1 inh: 2; PKM2 act: 4%; Giardia kill: 2; GALK inh: 0%; MLL CXXC-DNA inh: -4%; Menin MLL FP TR: 0%; hERG WT inh: 10; Coupling enz: 0

What do the screens show for `O=C(O)Cn1c(=O)c2c(c3ccccc31)CCC2`?
USP2a block: -1%; B2AR arrestin: 0.1%; TRPV1 agonist: 1; KCNH2 3.1 inh: -3; Giardia kill: 19; MLL CXXC-DNA inh: 8%; Menin MLL FP TR: 2%; hERG WT inh: -2; Coupling enz: 0

What do the screens show for `O=C(CSc1ccccc1F)Nc1ccc(N2CCOCC2)cc1`?
USP2a block: 4%; B2AR arrestin: 0.7%; TRPV1 agonist: -1; KCNH2 3.1 inh: 2; Giardia kill: -2; hERG WT inh: -9

Results for COc1ccc(CCC(C)N2CCC(Oc3ccc(C(=O)N4CCCC4)cc3)CC2)cc1 (stereo unspecified) ?
USP2a block: -2%; B2AR arrestin: -0.1%; TRPV1 agonist: 2; KCNH2 3.1 inh: -12; PKM2 act: 1%; Giardia kill: 0; GALK inh: -4%; MLL CXXC-DNA inh: -17%; hERG WT inh: -5

Results for COc1ccc(N/N=C/c2c(C(=O)O)ccc3ccccc23)cc1 ?
USP2a block: 7%; B2AR arrestin: 3.4%; TRPV1 agonist: inconclusive; KCNH2 3.1 inh: 0; PKM2 act: 2%; Giardia kill: 22; GALK inh: 1%; MLL CXXC-DNA inh: 48%[activator]; hERG WT inh: -6; Coupling enz: -13

Screening results: PubChem, National Center for Advancing Translational Sciences (NCATS)
